# Lamin A splicing = qHTS Assay for Modulators of Lamin A Splicing; Potency, µM (highest dose often 46.1 µM), without a hit: at the top dose ratio change, negative = inhibition, usual class: inhibitors; HeLa LMNA splicing GFP/RFP minigene ratio, 48 h; AID 1487, 2009; 0.01% of 200,000 active; active = well fitted inhibition curve with a large enough effect in the signal ratio, with a control signal flat, not every such curve was filed as active; inconclusive = small, poorly fitted or top-dose-only effect, or effect the other way, or a change in a side signal; the % refers to the signal ratio; note: potency is the fitted concentration of half-maximal effect; % is set by controls: 0 for no effect and ±100 for the full control effect
#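 S3 HeLa cells stably expressing lamin A-EGFP splicing minigene plus DsRed2, 600 cells/well, 48 h compound exposure at 37C. Laser-scanning cytometry; analysed as GFP (500-530 nm)/RFP (575-640 nm) total intensity ratio; 0.5% DMSO vehicle.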
# NPSR antag = qHTS Assay for Antagonists of the Neuropeptide S Receptor: cAMP Signal Transduction | Q6W5P4 | CHO-NPSR cells, cAMP TR-FRET, antagonist mode | Potency, µM (titrated, usually from 38.3 µM), inactives show at the top dose activity change, negative = inhibition, usual class: inhibitors | 1% of 220,000 active; note: potency is the fitted concentration of half-maximal effect; % is set by controls: 0 for no effect and ±100 for the full control effect; nearly all actives have a fitted effect of over 50% in size; many of its hits are not listed in these tables
# Target sequence (Q6W5P4 whole entry, looked up): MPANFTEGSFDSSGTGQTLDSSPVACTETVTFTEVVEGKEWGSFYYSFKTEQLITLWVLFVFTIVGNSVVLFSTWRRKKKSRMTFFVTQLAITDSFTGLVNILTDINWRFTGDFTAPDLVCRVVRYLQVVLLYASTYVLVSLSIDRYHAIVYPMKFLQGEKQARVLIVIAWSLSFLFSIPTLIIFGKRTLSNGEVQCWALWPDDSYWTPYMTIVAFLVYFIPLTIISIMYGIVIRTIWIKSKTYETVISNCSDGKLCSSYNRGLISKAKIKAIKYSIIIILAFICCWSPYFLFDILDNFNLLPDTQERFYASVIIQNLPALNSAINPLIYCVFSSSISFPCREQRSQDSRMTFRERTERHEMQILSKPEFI
# CBFb RUNX1 block = qHTS Assay for Compounds Blocking the Interaction Between CBF-beta and RUNX1 for the Treatment of Acute Myeloid Leukemia. Runt-related transcription factor 1 (Homo sapiens) + Core-binding factor subunit beta …. AlphaScreen CBFb-His/RUNX1-biotin binding, biochemical. Potency, µM (series often up to 59.8 µM), inactives show at the highest dose activity, negative = inhibition, hits mostly inhibitors. 230,000 tested, under 10 active; note: % of control where 0% means no effect
# Target sequence (Q01196 whole entry, looked up): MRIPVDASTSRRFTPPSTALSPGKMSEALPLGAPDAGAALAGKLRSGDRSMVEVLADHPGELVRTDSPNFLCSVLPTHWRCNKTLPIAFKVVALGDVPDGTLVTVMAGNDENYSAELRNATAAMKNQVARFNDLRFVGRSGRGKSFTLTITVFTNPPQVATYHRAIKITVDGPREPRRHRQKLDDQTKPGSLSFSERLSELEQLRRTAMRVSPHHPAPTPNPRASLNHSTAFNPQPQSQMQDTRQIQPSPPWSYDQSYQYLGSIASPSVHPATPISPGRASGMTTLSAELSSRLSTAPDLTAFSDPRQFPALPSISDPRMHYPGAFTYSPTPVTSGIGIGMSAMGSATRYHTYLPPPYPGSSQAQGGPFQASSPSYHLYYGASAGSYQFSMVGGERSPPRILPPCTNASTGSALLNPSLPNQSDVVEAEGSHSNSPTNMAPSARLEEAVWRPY
# Target sequence (Q13951 whole entry, looked up): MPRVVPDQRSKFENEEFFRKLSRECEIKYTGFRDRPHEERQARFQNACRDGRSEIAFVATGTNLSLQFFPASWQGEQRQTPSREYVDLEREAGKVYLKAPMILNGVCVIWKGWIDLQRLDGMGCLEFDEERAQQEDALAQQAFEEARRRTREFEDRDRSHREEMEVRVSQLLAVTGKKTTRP
#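 CBFb-His/RUNX1-biotin, 30 nM each, preincubated 20 min RT; compound 15 min RT; Ni + streptavidin beads 50 ng each, 90 min RT; AlphaScreen read.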
# Luc counter = Counterscreen for Luciferase (Kinase-Glo TM) Inhibition. Luciferin 4-monooxygenase (Photuris pensylvanica), Q27757. Kinase-Glo luciferase, ATP luminescence, 8 min. Potency, µM (top dose mostly 38.3 µM), without a hit: at the top dose activity change, negative = inhibition, most hits filed as inhibitors. 0.28% of 200,000 active. AID 1379, 2008; note: potency is the fitted concentration of half-maximal effect; % is set by controls: 0 for no effect and ±100 for the full control effect; nearly all actives have a fitted effect of over 60% in size
#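 Inhibition of Kinase-Glo luciferase light generation was assessed at 10 uM ATP in pH 7.2 imidazole buffer, with luminescence measured after eight minutes at ambient temperature.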
# IMPase Li cell = qHTS Assay for Identifying the Cell-Membrane Permeable IMPase Inhibitors: Potentiation with Lithium; CHO-M1 cells, IP1 TR-FRET (IP-One), carbachol + lithium; Potency, µM (doses to about 59.4 µM), for the others: at the highest dose activity, negative = IMPase inhibition, most hits filed as inhibitors; 0.35% of 210,000 active;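 note: IP1 builds up when IMPase is blocked and the TR-FRET signal falls; potency is the fitted concentration of half-maximal effect; plate controls were basal vehicle for no effect and high inhibitor control for full effect; nearly all actives have a fitted effect of over 50% in size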
#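 CHO-M1, 2000 cells/well, 16–30 h culture; cpd + low Li+, 30 min 37C; lysis with d2-IP1/Eu-anti-IP1 Ab, 10 min RT; TR-FRET 665/620 ratio and 620 channel; AC50 via Hill.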
# HttQ103 aggreg = qHTS Multiplex Assay to Identify Dual Action Probes in a Cell Model of Huntington: Aggregate Formation (GFP); PC12 HttQ103-GFP aggregates, Acumen cytometry, 40 h; Potency, µM (titrated, usually from 46.1 µM), without a hit: at the highest dose activity change, negative = inhibition, actives largely listed as inhibitors; 1.1% of 220,000 active; note: potency is the fitted concentration of half-maximal effect; % is set by controls: 0 for no effect and ±100 for the full control effect; nearly all actives have a fitted effect of over 60% in size
#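 PC12/HTTQ103-GFP, ecdysone-inducible; teb 100 nM; cpd qHTS titration; GFP aggregates read on laser cytometer, Ex 488/Em 500-530 nm.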
# Epigenetic derep = Quantitative High-Throughput Screen for Regulators of Epigenetic Control | murine LDR cells, GFP reporter derepression, 30 h | Potency, µM (titrated, usually from 53.9 µM), without a hit: at the highest dose GFP activation, most hits filed as activators | 0.2% of 280,000 active; note: potency is the fitted concentration of half-maximal effect; % of control where 0% means no effect; nearly all actives have a fitted effect of over 60% in size
#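 Readout is the number of GFP-expressing murine LDR cells, counted by cytometry following washing. Cells were treated with compound for 30 h at 37 C; the stably integrated CMV-GFP locus is normally silent.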
# Numbers without * were called inactive; u = inconclusive; x = no result given; [ ] = dose if it differs, or a comment. Unless noted, calls come from the whole dose curve; as a rule, active = well fitted curve in the direction sought with a large enough effect; inconclusive = small, poorly fitted or top-dose-only effect, or another doubt; inactive = no such curve, though single readings can be large; an effect the other way counts as inactive or inconclusive. These rows are one share of the data, so the mix of outcomes need not match the whole.
SMILES,Lamin A splicing,NPSR antag,CBFb RUNX1 block,Luc counter,IMPase Li cell,HttQ103 aggreg,Epigenetic derep
c1ccc(-c2cn3c(n2)CCC3)cc1,10%,0%[46.1 µM],-1%,-5%,2%[38.3 µM],18%,1.8%
CSc1ncccc1C(=O)OCC(=O)c1cccc(Br)c1,u,-16%,0%,0%,5%,-7%,1.1%
ClC(Cl)(Cl)c1nc(N/N=C/c2ccncc2)c2ccccc2n1,2%[46 µM],3%,-11%,4%,-1%,0%,0.0%
CCCC(=O)C1=C(O)C(C(=O)OC)C(C)(C)CC1=NCCCCCC(=O)O (stereo not drawn),x,-42%,0%,x,x,2%[9.22 µM],0.0%
CCOC(=O)c1c(NC(=O)CC2SC(N)=NC2=O)sc2c1CCC(C)C2 (stereo not drawn),-18%,1%,3%,0%,11%,u,4.5%
Cc1ccc(O)c(C(=O)c2cc(C#N)c3nc4ccccc4n3c2)c1,x,-12%,-1%,1%,30%[activator],-9%,2.2%
Cc1ccc2nc(N3CCN(C=O)CC3)nc(-c3ccccc3)c2c1,-8%,-3%[46.1 µM],u,0%,0%,2%,-0.8%
COc1ccc(/C=C(\C#N)C(=O)NC2CCS(=O)(=O)C2)cc1OC (stereo not drawn),u,0%,4%,0%,5%,-5%,0.0%
COc1ccc(N(C)S(=O)(=O)c2ccc3c(c2)oc(=O)n3C)cc1,-5%,1%[46.1 µM],4%,-2%,25%[38.3 µM],10%,1.0%
CC(C(=O)NCC1(c2ccccc2)CCCC1)N1CCCC1 (stereo not drawn),5%,-19%[46.1 µM],2%,-3%,14%[38.3 µM],13%,-5.5%
Cc1nnsc1SCCNC(=O)c1ccc(F)cc1,4%,-6%[46.1 µM],7%,3%,4%[38.3 µM],-7%,1.4%
CN(C)S(=O)(=O)c1cc(NC(=O)CN2CCOCC2)ccc1Cl,u,5%,-4%,1%,-6%,-20%,-3.0%
Cc1ccc(NC(=O)c2ccc3c(c2)OCCO3)cc1S(=O)(=O)Nc1cccc(Cl)c1,u,-49%,-22%,-4%,-8%,-13%,0.0%
Cc1cc(C)c2sc(N(CCN(C)C)C(=O)c3c(F)cccc3F)nc2c1,x,u,0%,-1%,3%,u,-0.9%
Cn1c(=O)c2c(ncn2CC(=O)N/N=C/C=C/c2ccco2)n(C)c1=O,x,36%,-2%,x,x,-7%[9.22 µM],0.0%
CC(C)(C)NC(=O)C(=O)NCc1ccncc1,-9%,9%,3%,-1%,2%,-1%,0.0%
Cc1cc(C)nc(SCc2nnc(SCC(=O)Nc3ccc(C)c(C)c3)o2)n1,7%,3%[46.1 µM],4%,0%,7%[38.3 µM],-6%,2.1%
COc1ccc(CCNC(=O)CSCc2n[nH]c(=O)[nH]2)cc1OC,2%,-8%[46.1 µM],3%,0%,21%[38.3 µM],-9%,0.0%
CCOC(=O)C(=O)Nc1nccs1,4%[46 µM],12%,1%,1%,2%,-5%[9.22 µM],-3.8%
O=C(Cc1cccs1)Nc1nnc(-c2ccncc2)s1,-2%,-6%[46.1 µM],-3%,2%,9%[38.3 µM],u,-1.0%
Cc1c(C(C)C)c(=O)n(-c2ccc(S(=O)(=O)N3CCOCC3)cc2)n1C,x,-3%,8%,-3%,10%,17%[9.22 µM],0.0%
Cc1ccc(S(=O)(=O)c2nc(-c3cccs3)oc2NCCCN(C)C)cc1,1%,8%,1%,-2%,2%,-10%,-1.0%
CNC(=O)NC(=O)C(C)OC(=O)CCCSc1nc2ccccc2s1 (stereo not drawn),-1%,4%,7%,-3%,2%,23%,0.0%
Cc1ccc(CNC(=O)C2CC(=O)N(c3ccc(OCC(=O)N4CCCC4)cc3)C2)cc1 (stereo not drawn),-3%,-7%[46.1 µM],12%,0%,4%,-2%,-1.2%
CCOC(=O)CNC(=S)N(Cc1ccccc1)Cc1ccccc1F,x,-37%,5%,-1%,3%,-5%,-3.5%

# An excerpt of the results above, as a working copy:
SMILES,Lamin A splicing,NPSR antag,CBFb RUNX1 block,Luc counter,IMPase Li cell,HttQ103 aggreg,Epigenetic derep
c1ccc(-c2cn3c(n2)CCC3)cc1,10%,0%[46.1 µM],-1%,-5%,2%[38.3 µM],18%,1.8%
CSc1ncccc1C(=O)OCC(=O)c1cccc(Br)c1,u,-16%,0%,0%,5%,-7%,1.1%

# The main list resumes with the three entries that preceded the break.
SMILES,Lamin A splicing,NPSR antag,CBFb RUNX1 block,Luc counter,IMPase Li cell,HttQ103 aggreg,Epigenetic derep
CNC(=O)NC(=O)C(C)OC(=O)CCCSc1nc2ccccc2s1 (stereo not drawn),-1%,4%,7%,-3%,2%,23%,0.0%
Cc1ccc(CNC(=O)C2CC(=O)N(c3ccc(OCC(=O)N4CCCC4)cc3)C2)cc1 (stereo not drawn),-3%,-7%[46.1 µM],12%,0%,4%,-2%,-1.2%
CCOC(=O)CNC(=S)N(Cc1ccccc1)Cc1ccccc1F,x,-37%,5%,-1%,3%,-5%,-3.5%
Cc1nnc(NC(=O)CCCOc2ccccc2)s1,-10%,-3%[46.1 µM],1%,3%,-4%[38.3 µM],-9%,-0.1%
O=C(Cc1cccs1)NC1C(=O)N2C(C(=O)[O-])=C(C[n+]3ccccc3)CSC12 (stereo not drawn),u,x,x,-14%,11%,-10%,-0.3%
Cc1cccc(N=N/C(=C\O)C(=O)c2cccs2)c1,u,u,u,-1%,23%,-30%,0.0%
CCCCc1nc2c(c3c1C[C@H](C)OC3)CN(C(=O)c1ccco1)CC2,u,x,5%[13.1 µM],-5%[7.66 µM],4%,x,x
CN(C)c1ccc(/C=N/NC(=O)c2nnn(-c3nonc3N)c2COc2ccc(F)cc2)cc1,x,10%,-14%,x,x,-24%[9.22 µM],-0.2%
CC(=O)c1cc(-c2ccccc2)n(CCC(=O)NC2CCCCCCC2)c1C,u,-24%,-14%,0%,5%,21%,2.1%
N#C/C(=C(/O)CN1CCN(c2ccccc2F)CC1)c1nc(-c2ccc(Cl)cc2)cs1,0%,-1%[46.1 µM],-2%,0%,-1%[38.3 µM],u,3.3%
Brc1cccc(OCCSc2ncccn2)c1,x,-21%,5%,-1%,6%,u,0.0%
COc1cccc(CCc2ccccc2OCC[C@@H]2C[C@@H](O)CN2C)c1,x,x,-1%,1%,0%,x,-2.5%
O=C(CN1C(=O)NC2(CCOc3ccccc32)C1=O)Nc1cccc(Cl)c1 (stereo not drawn),-7%[9.22 µM],-7%,-12%,-7%,8%,-12%,-0.1%
CCOC(=O)C1(CC2CCCCO2)CCN(S(=O)(=O)c2ccc(C)s2)CC1 (stereo not drawn),x,29%,0%,1%,14%,-2%[9.22 µM],-7.2%
O=C(O)Cc1ccc2[nH]c3ccc(CC(=O)O)cc3c2c1,5%,9%[46.1 µM],0%,0%,-6%[38.3 µM],1%,-0.9%
COC(=O)c1cc(C(=O)NC(C)(C)CC(C)(C)C)cc([N+](=O)[O-])c1,x,-37%,-8%,1%,-10%,u,-0.3%
O=C(OCC(=O)N1CCCC1)c1cncc(Br)c1,-8%,1%[46.1 µM],10%,1%,-4%,-3%,-1.1%
Cc1cc(O)c(NC(=O)c2ccc(C)c([N+](=O)[O-])c2)cc1C,x,-6%,2%,-1%,-7%,16%,1.7%
CCOC(=O)N1CCC(NC(=O)CN2C(=O)C(CC)Oc3ccc(C)cc32)CC1 (stereo not drawn),-1%,-3%[46.1 µM],5%,-2%,21%[38.3 µM],-2%,-0.8%
O=C(NCCN1CCOCC1)c1cc(S(=O)(=O)NCCCN2CCCC2=O)ccc1Cl,-2%,-4%[46.1 µM],3%,5%,7%[38.3 µM],-14%,0.9%
O=[N+]([O-])c1cc(/C=N/O)ccc1N1CCCC1,u,-2%,-6%,0%,-3%,-3%,1.1%
CCC(C)C(NC(=O)C1CCC(C)CC1)C(=O)NCc1ccccn1 (stereo not drawn),-7%,-3%[46.1 µM],-11%,0%,0%[38.3 µM],3%[9.22 µM],0.0%
CCNCCC(=O)N1c2ccccc2Sc2ccc(NC(=O)OCC)cc21,-16%,13%[46.1 µM],5%,-7%,26%,u,0.0%
C#CCSc1nc(-c2cccs2)ccc1C#N,-8%,0%[46.1 µM],22%,-1%,17%[38.3 µM],-28%,-7.9%
Cc1ccc(-c2nc(C)sc2CC(=O)NCc2ccco2)cc1,u,-5%[46.1 µM],3%,5%,15%[38.3 µM],21%,0.0%
CSc1nnc(-c2sc3cc(C(F)(F)F)cnc3c2-c2ccccn2)n1C,-2%,-13%[46.1 µM],-13%,-1%,24%[38.3 µM],1%,-0.9%
O=C(CSC1CC(=O)N(CCc2ccccc2)C1=O)Nc1cccc(Cl)c1 (stereo not drawn),0%,20%,0%,8%,-11%,-15%,0.0%
NNC(=O)CNc1ccccc1Cl,1%[46 µM],-11%,-2%,-1%,5%,-2%[9.22 µM],-0.1%
COC(=O)c1cc(NC(=O)c2ccccc2)c(=O)oc1C,x,3%,6%,-10%,1%,20%,-3.5%
O=C1C(Cc2ccc(O)cc2)NC(=S)N1c1ccccc1 (stereo not drawn),5%,-5%[46.1 µM],0%,-1%,-9%[38.3 µM],8%,0.3%

# Record cards, as listed above. Order of screens: Lamin A splicing, NPSR antag, CBFb RUNX1 block, Luc counter, IMPase Li cell, HttQ103 aggreg, Epigenetic derep
# CC(=O)c1cc(-c2ccccc2)n(CCC(=O)NC2CCCCCCC2)c1C reads u, -24%, -14%, 0%, 5%, 21%, 2.1%
# CCOC(=O)N1CCC(NC(=O)CN2C(=O)C(CC)Oc3ccc(C)cc32)CC1 (stereo not drawn) reads -1%, -3%[46.1 µM], 5%, -2%, 21%[38.3 µM], -2%, -0.8%
# C#CCSc1nc(-c2cccs2)ccc1C#N reads -8%, 0%[46.1 µM], 22%, -1%, 17%[38.3 µM], -28%, -7.9%
# O=[N+]([O-])c1cc(/C=N/O)ccc1N1CCCC1 reads u, -2%, -6%, 0%, -3%, -3%, 1.1%
# O=C(Cc1cccs1)NC1C(=O)N2C(C(=O)[O-])=C(C[n+]3ccccc3)CSC12 (stereo not drawn) reads u, x, x, -14%, 11%, -10%, -0.3%
